CSM14.1 death rescue: rescue of cells from ER stress-induced death, primary screen, 384-well, CSM14.1, thapsigargin, ATP luminescence (AID 1222). one-dose cellular ATP content (survival), % at 20 µM; EC50 in µM for titrated hits. CSM14.1 thapsigargin-induced death rescue, ATP luminescence; higher % means a stronger effect. 190,000 tested, under 10 active;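 active = EC50 below 50 µM in the dose-response confirmation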;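 note: death triggered by thapsigargin at about 15 µM added after 2 h compound pretreatment; cell ATP read after overnight thapsigargin exposure of roughly 18 to 22 hours; normalized against plate controls of thapsigargin alone and 5% DMSO vehicle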
LYP phosphatase: inhibitors of LYP phosphatase, biochemical, fluorescence intensity, uHTS (AID 1779). recombinant LYP phosphatase, fluorescence intensity; higher % means a stronger effect. one-dose inhibition, % at 11.5 µM; IC50 in µM for titrated hits. actives 0.054% (n = 290,000); in the data active = inhibition above about 50%;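 note: plate controls were vehicle with enzyme for no effect and no enzyme for full effect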
Large T inhibition: SV40 large T antigen inhibitors, biochemical (AID 1903) | SV40 large T antigen ATPase/helicase inhibition assay; higher % means a stronger effect | inhibition, % at 20 µM, or IC50 in µM where a hit was titrated | actives 0.39% (n = 310,000); in the data active = a potency from the dose series; inconclusive = inhibition mostly from about 32% at the one dose, without a potency; inactive = the rest, 99 in 100 with inhibition below about 32%; note: strong numbers were not always called active
Rac1 GTP hydrolysis: MgcRacGAP GTPase-activating activity inhibitors, confirmation, biochemical, ADP Hunter fluorescence. MgcRacGAP-stimulated Rac1 GTP hydrolysis, ADP Hunter fluorescence; higher % means a stronger effect; GST-tagged Rac1 F28L mutant substrate. inhibition, % at 30 µM, or IC50 in µM where a hit was titrated. actives 0.6% (n = 340,000). AID 624330;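 active = first-screen hits whose inhibition reached a set limit at any dose in the follow-up dose series; inconclusive = inhibition above the set first-screen limit but never retested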;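 note: fluorescence reports GDP produced by GAP-driven GTP hydrolysis; strong numbers were not always called active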
GPR35 antagonists: inhibition of zaprinast-stimulated GPR35 beta-arrestin translocation – imaging, U2OS, beta-arrestin-GFP, zaprinast agonist, primary screen (AID 2058); U2OS GPR35 beta-arrestin-GFP translocation imaging, zaprinast antagonism; higher % means a stronger effect; actives 0.052% (n = 290,000); inhibition, % at 10 µM; hits with a dose series show IC50 in µM;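 active = inhibition of at least 50% with at least 30 cells and total cytoplasm GFP at most 10,000,000; inconclusive = under 30 cells or total GFP of 10,000,000 plus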
RSV antiviral HEp-2: RSV antiviral activity via CPE protection, HEp-2 cells, primary 10 µM value included (AID 2391). HEp-2 cells, RSV-induced CPE inhibition; higher % means a stronger effect. CPE inhibition, % at 10 µM, or IC50 in µM where a hit was titrated. actives 0.13% (n = 310,000); in the data active = a potency from the dose series; inconclusive = CPE inhibition mostly from about 23% at the one dose, without a potency; inactive = the rest, 99 in 100 with CPE inhibition below about 21%; note: strong numbers were not always called active
NS5 inhibitors: flavivirus cap methylation enzyme inhibition – biochemical, confirmation dose response, primary screen (AID 588689); Dengue-2 NS5 methyltransferase capping enzyme assay, biochemical; higher % means a stronger effect; inhibition, % at 25 µM; hits with a dose series show IC50 in µM; actives 0.3% (n = 340,000); in the data active = a potency from the dose series; inconclusive = inhibition above about 29% without an active follow-up result
West Nile virus CPE: West Nile virus antiviral activity, cell-based, CPE readout (AID 1621). CPE inhibition, % at 10 µM, or IC50 in µM where a hit was titrated. West Nile virus-infected cells, CPE inhibition; higher % means a stronger effect. actives 0.02% (n = 290,000); in the data active = a potency from the dose series; inconclusive = CPE inhibition mostly from about 3.7% at the one dose, without a potency; inactive = the rest, 99 in 100 with CPE inhibition below about 2.2%; note: strong numbers were not always called active
Salmonella PhoP GFP: inhibitors of PhoP regulon expression, primary screen, Salmonella Typhimurium, GFP reporter (AID 1863) | S. Typhimurium PhoP-regulated promoter GFP reporter, 4 h; higher % means a stronger effect | actives 0.16% (n = 300,000) | inhibition, % at 50 µM, or IC50 in µM where a hit was titrated;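 active = inhibition over 29.93%, a cutoff 3 SD above the screen mean, later confirmed by dose response; inconclusive = inhibition over 29.93% but no dose response follow-up; inactive = inhibition at most 29.93% or unconfirmed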;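 note: 0% = low Mg2+ inducing control and 100% = high Mg2+ repressing control; strong numbers were not always called active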
NS5 inhibitors pilot replicate: further read-out of NS5 inhibitors, marked with its call; inhibition, %; measured here: pilot screen replicate inhibition
The depositor's hits bear a star; ? = inconclusive; nt = no result given. Rows are unselected; about 1.5% have a hit in one of these screens.

SMILES | CSM14.1 death rescue | LYP phosphatase | Large T inhibition | Rac1 GTP hydrolysis | GPR35 antagonists | RSV antiviral HEp-2 | NS5 inhibitors | West Nile virus CPE | Salmonella PhoP GFP | others
COC(=O)[C@@H](NC(=O)NC1CCCc2ccccc21)C(C)C (some centres undefined) | 0.8% | -9% | 6% | 3% | 16% | 1.2% | -7% | 1.2% | 13%
OC(COc1ccc(F)cc1)CN1CCN(c2ccccc2F)CC1 (centres undefined) | nt | -1% | 9% | 3% | 0% | 0.3% | -4% | -0.6% | 1%
CCOC(=O)C1=C(N)OC(C)=C(C#N)C1c1ccco1 (centres undefined) | 0.7% | 2% | 7% | -5% | 8% | 0.3% | -4% | -0.5% | -1%
COc1ccc(CC(=O)Nc2c(C(N)=O)oc3ccccc23)cc1 | nt | -9% | -9% | 9% | 7% | 2.5% | 0% | 0.0% | -9%
Cc1cccc(NC(=O)CSc2nnc(CNC(=O)c3cccs3)o2)c1C | 3.8% | -10% | -2% | 9% | -12% | 3.1% | -5% | 0.3% | -4%
COc1cccc(CNC(=O)CCCn2ncn3c(cc4occc43)c2=O)c1 | nt | -7% | 6% | 5% | -3% | 3.6% | -7% | -0.6% | -6%
N#CCCn1c(O)c(N=NC(=O)CNC(=O)c2cccs2)c2ccccc21 | nt | 1% | 3% | 4% | 10% | 0.2% | 3% | -0.4% | -16%
c1ccc(CSc2ccc(-c3ccccn3)nn2)nc1 | 0.4% | -5% | 6% | 6% | -5% | -1.7% | -2% | -1.4% | 2%
CC1CCN(S(=O)(=O)c2ccc(C(=O)Nc3nnc(C4CC4)o3)cc2)CC1 | nt | -6% | 4% | 8% | -8% | 1.4% | -9% | 0.5% | 1%
COc1ccc(C2/C(=C(\O)c3ccc4c(c3)OCCO4)C(=O)C(=O)N2Cc2ccco2)c(OC)c1 (centres undefined) | -0.8% | -6% | 12% | 16% | 4% | 1.7% | 10% | -0.3% | -7%
COc1cccc(NC(=O)CC(=O)c2ccc([N+](=O)[O-])cc2)c1 | nt | -2% | -3% | 2% | 12% | 2.6% | 4% | -0.1% | 17%
O=C(Nc1cccc(OC(=O)c2ccc(Br)o2)c1)c1ccccc1 | nt | -5% | 3% | 10% | -3% | 1.6% | -1% | 0.4% | -1%
CC(C)CN(C(=O)COC(=O)c1ccc2ccccc2n1)C1CCS(=O)(=O)C1 (centres undefined) | 0.5% | -9% | 2% | 1% | 1% | -0.3% | 3% | 0.2% | -2%
COC(=O)c1cc(C(=O)CC(C)C)c[nH]1 | -2.4% | -11% | 5% | -2% | -5% | 1.4% | -12% | 0.2% | -5%
CCOC(=O)Cc1csc(NC(=O)c2ccc(NC(C)=O)cc2)n1 | 4.3% | 0% | 2% | -4% | -2% | 1.4% | 15% | 0.2% | -4%
Cn1c(SCC(=O)OC2CCCCC2)nnc1-c1ccc(S(=O)(=O)N2CCCC2)cc1 | -2.0% | 1% | 1% | 8% | -3% | 0.1% | -6% | -0.2% | -14%
Cc1cc2ncc(S(=O)(=O)c3ccccc3)c(N)n2n1 | -0.9% | -1% | 5% | -6% | -4% | 2.6% | -8% | -0.4% | 2%
O=C(NCc1ccccc1)NS(=O)(=O)c1ccccc1Cl | -0.9% | -5% | 18% | 3% | -8% | 2.7% | 2% | 0.4% | 13% | NS5 inhibitors pilot replicate=-1.8
CC(=O)OCC(=O)[C@@]1(O)CCC2C3CCC4=CC(=O)CCC4(C)C3C(=O)CC21C (some centres undefined) | nt | 1% | nt | nt | -11% | nt | -9% | 0.4% | nt
O=c1c2ccccc2nc(SCc2ccc(F)cc2Cl)n1CCCN1CCOCC1 | nt | -5% | 1% | 12% | 2% | -0.3% | 5% | -0.5% | 5%
Cc1ccc(C(=O)NCCN2CCOCC2)cc1C | nt | 2% | 7% | 4% | 19% | 1.1% | -1% | 1.2% | 1%
O=C(C1CCCN(c2ncnc3c2nc2n3CCCCC2)C1)N1CCCCC1 (centres undefined) | nt | -7% | 22% | 8% | 3% | 0.1% | -3% | -0.2% | -3%
O=C(O)c1cnn2c1NC(c1cccs1)CC2C(F)(F)F (centres undefined) | 2.6% | -1% | nt | 8% | 10% | 0.7% | 1% | 0.4% | 6%
COc1cc(/C=C/C(=O)Nc2ccc(C(C)=O)cc2)cc(OC)c1OC | -2.7% | -2% | -1% | -2% | -6% | 6.8% | 1% | 0.3% | 13%
CC(NC(=O)C1CCN(S(=O)(=O)c2ccc(Br)s2)CC1)c1ccccc1 (centres undefined) | nt | -12% | 5% | 5% | 3% | 4.2% | -9% | 2.0% | -3%
Going on with the list.
SMILES | CSM14.1 death rescue | LYP phosphatase | Large T inhibition | Rac1 GTP hydrolysis | GPR35 antagonists | RSV antiviral HEp-2 | NS5 inhibitors | West Nile virus CPE | Salmonella PhoP GFP | others
CN(Cc1ccccc1)C(=O)CSc1n[nH]c(N)n1 | nt | -2% | 0% | 3% | 1% | 0.8% | -4% | -0.3% | 6%
CC(=O)Nc1cc2nc(C)n(Cc3ccccc3)c2nc1C | nt | -5% | 5% | 11% | 10% | 0.5% | -11% | -0.3% | 8%
c1ccc(-c2nc(-c3ccncc3)n[nH]2)nc1 | nt | 0% | 18% | 0% | -4% | 1.6% | 3% | 0.4% | -4%
CN(C)/C(CN1CCN(C=O)CC1)=C1\N=C(c2ccccc2)OC1=O | 0.3% | -1% | 7% | 11% | -4% | 3.2% | -4% | -0.7% | 5%
O=C(NCCCN1CCC(Cc2ccccc2)CC1)C1CCN(S(=O)(=O)N2CCC3(CC2)OCCO3)CC1 | -0.8% | -6% | 4% | 4% | 3% | -1.5% | -3% | -0.4% | 5%
COCCNC(=O)CCN1N=C(c2ccccc2)CCC1=O | nt | -8% | 12% | 7% | 11% | 0.8% | 1% | 0.2% | 6%
Cc1cccc(N2CCN(C(=O)NCc3ccc(F)cc3)CC2)c1C | nt | -6% | 9% | -1% | 34% | 3.7% | -6% | -1.0% | -6%
C/C(=N\NC(=O)c1c(Cl)cnn1C)c1cccnc1 | nt | -7% | nt | 5% | 5% | nt | -5% | -0.2% | nt
CCOC(=O)/C(N=Nc1cc(C(=O)O)cc(C(=O)O)c1)=C(\O)CCl | -1.2% | 7% | 6% | -8% | 4% | 1.2% | -7% | -0.8% | 2%
CC1CCCN(C(=O)c2ccccc2OC2CCN(S(C)(=O)=O)CC2)C1 (centres undefined) | -0.5% | -2% | -3% | 3% | 6% | 1.6% | -12% | -0.9% | -9%
O=C(Cn1c2ccccc2c(=O)c2ccccc21)Nc1ccccc1F | 0.2% | 2% | 3% | 3% | -7% | 3.8% | -4% | -0.8% | -5%
O=c1oc2ccccc2c(Nc2ccc(O)cc2)c1[N+](=O)[O-] | -0.2% | 5% | ? | 15% | 6% | 2.2% | -2% | 0.3% | 14%
O=C(Nc1nc2ccc(F)cc2s1)C1CCN(S(=O)(=O)c2cc([N+](=O)[O-])ccc2Cl)CC1 | -2.3% | 16% | 9% | 7% | -7% | 38% | 0% | 0.6% | -2%
Cc1cc(C)c(OCC(=O)Nc2ccccc2N2CCCCC2)c(C)c1 | nt | nt | 8% | 0% | nt | 4.5% | -3% | nt | -2%
O=C1CCN(Cc2ccccc2)CCN1[C@H](COc1ccccc1)c1ccccc1 | nt | 4% | 4% | 2% | 4% | -1.6% | 3% | -0.2% | 0%
CCc1ccc(OCC(=O)Nc2ccc(-c3nc4ccccc4o3)c(O)c2)cc1 | -0.9% | -16% | 4% | 4% | -11% | 2.8% | 5% | -0.2% | -3%
C=CCn1c(SCC(=O)N2CCc3ccccc3C2)nnc1-c1ccncc1 | -1.7% | -8% | 26% | 0% | 0% | 0.8% | 3% | -0.4% | -5%
COc1ccc(C(C(=O)NCc2ccccc2)N(Cc2cccnc2)C(=O)c2snc(C(N)=O)c2N)cc1OC (centres undefined) | nt | -10% | 11% | 6% | -1% | 0.7% | -9% | -0.1% | -5%
CN(C(=O)COC(=O)c1cccc(S(=O)(=O)N2CCOCC2)c1)C1CCS(=O)(=O)C1 (centres undefined) | nt | nt | 4% | 8% | nt | -2.6% | 0% | nt | -8%
CC(=O)N/C(=C/c1ccc(OC(F)F)cc1)C(=O)O | -1.3% | -6% | 9% | 2% | 7% | 2.2% | -4% | 0.1% | -4%
CCN(CC)C(=O)c1ccccc1NC(=O)c1ccccc1SC | 1.1% | -8% | 1% | 4% | -13% | 2.7% | -5% | -0.1% | -3%
Cc1cccc(-n2ncc3c(NNC(=O)c4ccco4)ncnc32)c1 | nt | -5% | 9% | 8% | 1% | 2.7% | 1% | 0.3% | -1%
COC(=O)c1ccc(CN2CCN(CCc3ccccc3)C(CCO)C2)cc1 (centres undefined) | -2.3% | -8% | 5% | 9% | -13% | -2.4% | -2% | -0.7% | 0%
Cc1cc(C)n(-c2c(F)c(F)c(CN3CCOCC3)c(F)c2F)n1 | nt | -5% | 1% | 10% | -9% | 1.2% | 3% | -0.2% | -12%
Cc1occc1C(=O)NNC(=S)NCC(C)C | 1.5% | -2% | 11% | 9% | -6% | 1.8% | 1% | 0.1% | -5%
(more compounds)
SMILES | CSM14.1 death rescue | LYP phosphatase | Large T inhibition | Rac1 GTP hydrolysis | GPR35 antagonists | RSV antiviral HEp-2 | NS5 inhibitors | West Nile virus CPE | Salmonella PhoP GFP | others
CC(C)n1c(SCC(=O)N2CCCC2)nc2c1c(=O)n(C)c(=O)n2C | 3.1% | -9% | 13% | 12% | 2% | -0.5% | -6% | 0.1% | -5%
Cc1ccc(C(=O)/C=C/c2ccccc2)o1 | -4.4% | -7% | 16% | -4% | -5% | 8.4% | -5% | ? | -4%
Cn1c(C(C#N)C(=O)c2sc3ccccc3c2Cl)nc2ccccc21 (centres undefined) | 1.7% | 5% | 0% | -2% | -7% | 0.0% | -3% | -0.2% | -12%
CCCn1nc(NC(C)=O)c2cc3cccc(C)c3nc21 | nt | -7% | 12% | nt | 5% | 2.9% | -8% | -0.5% | 6%
CNc1nnc(-c2ccc(N(C)C)cc2)s1 | -5.6% | -19% | 33% | 99µM* | -9% | 0.9% | -1% | 0.0% | 3%
COc1cc(OC)cc(C(=O)NNC(=O)c2ccc(-n3cncn3)c([N+](=O)[O-])c2)c1 | nt | nt | 12% | 3% | nt | -1.7% | 1% | nt | -4%
CC1CCCC(NC(=O)CCS(=O)(=O)c2cc3c(cc2Cl)NC(=O)CO3)C1C (centres undefined) | nt | -12% | 3% | 12% | -4% | 1.4% | -4% | -0.5% | 11%
CCOc1ccc2[nH]c3c(NCCN(CC)CC)ncnc3c2c1 | nt | -2% | 7% | nt | -2% | 0.1% | -9% | 1.7% | 0%
